ELG1 genotox – inducers of genotoxicity in HEK293T ELG1-luciferase cells. HEK293T ELG1-luciferase reporter, luminescence, 16 h. Potency, µM (highest dose often 46 µM), for the others: at the top dose activity change, positive = activation, usual class: activators. 330,000 compounds, 1.3% hits. AID 504466; also: potency is read from the fitted curve at half-maximal effect; % of control where 0% means no effect; nearly all actives have a fitted effect of over 60% in size
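Quantitative HTS format in 1536-well plates. HEK293T ELG1-luciferase reporter cells receive test compound and are incubated 16 hr at 37 °C, 5% CO2; ONE-Glo added, 30 min room temperature, then luminescence read.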
FLuc counter – firefly luciferase modulation, counter-screen for miR-21 project | purified FLuc, Km substrates, luminescence inhibition | Potency, µM (series often up to 57.5 µM), without a hit: at the top dose activity change, negative = inhibition, most hits filed as inhibitors | 360,000 compounds, 6.9% hits | AID 588342;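 also: potency is read from the fitted curve at half-maximal effect; plate controls were vehicle for no effect and reference inhibitor for full effect; nearly all actives have a fitted effect of over 55% in size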
Target sequence (P08659 whole entry, looked up): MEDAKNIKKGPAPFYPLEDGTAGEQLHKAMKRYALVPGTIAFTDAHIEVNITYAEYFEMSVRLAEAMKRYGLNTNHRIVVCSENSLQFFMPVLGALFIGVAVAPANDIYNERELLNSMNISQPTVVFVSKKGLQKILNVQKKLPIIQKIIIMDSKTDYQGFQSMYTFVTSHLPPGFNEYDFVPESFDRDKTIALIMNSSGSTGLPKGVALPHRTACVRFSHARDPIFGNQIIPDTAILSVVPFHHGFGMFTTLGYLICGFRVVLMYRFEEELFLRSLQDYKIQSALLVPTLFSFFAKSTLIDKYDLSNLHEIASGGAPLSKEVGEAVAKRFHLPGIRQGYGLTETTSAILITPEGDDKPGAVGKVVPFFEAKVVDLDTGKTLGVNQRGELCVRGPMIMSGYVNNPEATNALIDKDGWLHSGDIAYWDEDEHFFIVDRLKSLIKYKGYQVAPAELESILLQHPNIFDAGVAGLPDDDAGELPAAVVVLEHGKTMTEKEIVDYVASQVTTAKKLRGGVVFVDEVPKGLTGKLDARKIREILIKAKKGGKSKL
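Biochemical qHTS of compounds, final roughly 60 µM downward over six points, against 10 nM purified firefly luciferase using Km concentrations of substrates (10 uM D-luciferin, 10 uM ATP) in Tris acetate pH 7.5 buffer; luminescence output.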
Menin-MLL TR inh – menin-MLL binding inhibition, Texas Red mutant peptide | O00255 | Menin + Texas Red MLL mutant peptide, fluorescence polarization | Potency, µM (top dose mostly 61.6 µM), for the others: at the highest dose FP activity change, negative = inhibition, actives largely listed as inhibitors | 270,000 compounds, 0.23% hits; active = well fitted inhibition curve with a large enough effect in the polarisation, with a control signal flat, not every such curve was filed as active; inconclusive = small, poorly fitted or top-dose-only effect, or effect the other way, or a change in a side signal; inactive = no such curve, though single readings can be large or run the other way; the % refers to the polarisation; also: potency is read from the fitted curve at half-maximal effect; % of control where 0% means no effect; many of its hits are not listed in these tables
PKM2 act – PKM2 (human) enzyme activation; P14618; purified PKM2, Kinase-Glo ATP luminescence, activation; response scale: 0% is enzyme alone, no compound; Potency, µM (highest dose often 57.5 µM), without a hit: at the highest dose activation, usual class: activators; 260,000 compounds, 0.34% hits; AID 1631; also: potency is read from the fitted curve at half-maximal effect; % is scaled to controls: 0 for no effect and ±100 for the full control effect; nearly all actives have a fitted effect of over 55% in size
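Kinase-Glo luminescence reports ATP generated from ADP (0.1 mM) and PEP (0.5 mM) by purified hPK-M2 after 1 h at room temperature, pH 7.2 imidazole buffer; intermediate enzyme activity allows detecting inhibitors and activators.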
RORgamma inh – blocks mouse ROR gamma transcriptional activity; Potency, µM (highest dose often 53.6 µM), for the others: top-dose activity change, negative = inhibition, hits mostly inhibitors; 310,000 compounds, 5.4% hits; Drosophila S2 Gal4-RORgamma UAS-luciferase reporter, 20 h; also: potency is read from the fitted curve at half-maximal effect; % is scaled to controls: 0 for no effect and ±100 for the full control effect; nearly all actives have a fitted effect of over 60% in size
Target sequence (P51450 whole entry, looked up, the tested form may be a part): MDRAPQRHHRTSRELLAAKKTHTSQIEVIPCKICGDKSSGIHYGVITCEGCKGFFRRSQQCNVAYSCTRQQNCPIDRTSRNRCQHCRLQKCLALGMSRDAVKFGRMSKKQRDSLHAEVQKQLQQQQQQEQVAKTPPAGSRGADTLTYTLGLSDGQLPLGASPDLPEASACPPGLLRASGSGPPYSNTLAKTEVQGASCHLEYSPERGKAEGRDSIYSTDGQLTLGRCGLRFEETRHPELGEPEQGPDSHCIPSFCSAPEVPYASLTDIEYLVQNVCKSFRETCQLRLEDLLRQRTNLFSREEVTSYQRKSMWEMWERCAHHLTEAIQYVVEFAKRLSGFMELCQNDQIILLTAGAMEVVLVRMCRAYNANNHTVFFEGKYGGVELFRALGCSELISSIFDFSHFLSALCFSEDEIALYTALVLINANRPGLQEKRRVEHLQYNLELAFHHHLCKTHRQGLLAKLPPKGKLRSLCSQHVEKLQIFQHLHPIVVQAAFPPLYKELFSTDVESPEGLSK
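Compounds are pin-transferred onto Drosophila Schneider cells expressing a copper-inducible Gal4–ROR gamma transactivation domain fusion. After 1 hr, copper sulfate is added to 700 uM final; luciferase is read 20 hr later.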
Giardia killer – Giardia lamblia killing. Giardia lamblia trophozoite viability. activity change, % at 7.66 µM, hits read low. 340,000 compounds, 0.15% hits. AID 540267; in the data active = activity change below about -80%; inconclusive = between about -30% and that limit;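 also: parasites exposed to compound for two days anaerobically before the ATP read; % is scaled to controls: 0 for no effect and ±100 for the full control effect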
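Each well holds 100 Giardia trophozoites and compound. After two days (48 hrs) at 37 deg C in anaerobic conditions, ATP is quantified by luminescence.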
BRCA1 expr act – BRCA1 expression activation | MCF7-BRCA1-FFLuc reporter, luminescence, 48 h; response scale: scaled: vehicle 0%, 10 µM genistein 100% | Potency, µM (doses to about 46.1 µM), without a hit: at the highest dose activation, usual class: activators | 380,000 compounds, 1.1% hits; also: potency is read from the fitted curve at half-maximal effect; nearly all actives have a fitted effect of over 80% in size; some results filed as inactive show a strong effect at the top dose
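Activators of BRCA1 expression were detected as increased firefly luciferase luminescence in engineered MCF7 cells after 48 h compound incubation. Signals were scaled to genistein 10 microM as full activation.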
Rab9 prom act – activates the Rab9 promoter. Huh7 Rab9 promoter-luciferase reporter, luminescence, 24 h. Potency, µM (highest dose often 9.22 µM), inactives show at the top dose activation, negative = inhibition, hits mostly activators. 320,000 compounds, 2.8% hits; also: potency is read from the fitted curve at half-maximal effect; % of control where 0% means no effect; nearly all actives have a fitted effect of over 60% in size
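Cells were plated at 1500 per well in reduced-serum medium with 10% FBS and left 2 h. Compound in DMSO was then added for 24 h at 37 °C. Reporter signal was read by luminescence after 10 min with luciferase detection reagent.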
Gal4-VP16 FLuc – inhibits Gal4-VP16 luciferase reporter, ROR gamma counter-screen. AID 2546. Potency, µM (series often up to 53.6 µM), for the others: at the top dose activity, negative = inhibition, most hits filed as inhibitors. 310,000 compounds, 3.5% hits. Drosophila S2 Gal4-VP16 UAS-luciferase, luminescence, 20 h;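 also: Gal4-VP16 expression switched on by copper sulfate through the metallothionein promoter; potency is read from the fitted curve at half-maximal effect; % is scaled to controls: 0 for no effect and ±100 for the full control effect; nearly all actives have a fitted effect of over 50% in size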
NPC1 prom act – NPC1 promoter activation | Huh7 NPC1 promoter luciferase reporter, 24 h | AID 485313 | Potency, µM (top dose mostly 9.22 µM), for inactives: top-dose activation, actives largely listed as activators | 320,000 compounds, 2.4% hits;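 also: potency is read from the fitted curve at half-maximal effect; % of control where 0% means no effect; nearly all actives have a fitted effect of over 60% in size; reporter is driven by a mutant NPC1 promoter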
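Luminescence read-out of NPC1 promoter-driven luciferase in stably transfected Huh7 cells; compounds delivered in DMSO and left 24 h at 37C, 5% CO2, qHTS titration format.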
p53 reactivator – mutant p53 re-activation in reporter cells; H1299 p53-A138V BP100-luciferase reporter, luminescence, 24 h; Potency, µM (top dose mostly 92.2 µM), for the others: at the top dose activity change, positive = activation, actives largely listed as activators; 320,000 compounds, 0.063% hits; also: potency is read from the fitted curve at half-maximal effect; % of control where 0% means no effect; nearly all actives have a fitted effect of over 45% in size
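p53-null H1299 cells stably carrying temperature-sensitive p53-A138V and a BP100-luciferase reporter were pinned with compounds (4-point, 1:5 series) and held 24 hrs at 37 deg C. Luminescence was read 10 min after detection reagent.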
* marks the source's active call; other numbers are inactive results; ? = inconclusive; nt = not tested or not shown; [ ] = another dose, or the depositor's remark. Unless noted, calls follow the shape of the dose curve; as a rule, active = well fitted curve in the direction sought with a large enough effect; inconclusive = small, poorly fitted or top-dose-only effect, or another doubt; inactive = no such curve, though single readings can be large; an effect the other way counts as inactive or inconclusive. These rows are one share of the data; count on the stated rates, not on these rows.

compound	ELG1 genotox	FLuc counter	Menin-MLL TR inh	PKM2 act	RORgamma inh	Giardia killer	BRCA1 expr act	Rab9 prom act	Gal4-VP16 FLuc	NPC1 prom act	p53 reactivator
CCOc1ccc(CCNC(=O)COC(=O)CSc2ccc(C)cc2)cc1OCC	6%	1%	nt	nt	nt	4	-3%	-6%	nt	-3%	7%
Cc1ccc(S(=O)(=O)N2CCOC2CNC(=O)C(=O)NCc2ccccn2)cc1 (centres undefined)	-3%	3%	nt	5%	6%	-4	-1%	5%	6%	0%	-15%
CCc1ccc(NC(=O)CNC(=O)c2nn(-c3ccc(OC)cc3)c(=O)c3ccccc23)cc1	-12%	3%	38%[activator]	-4%	-17%	6	-17%	-11%	-4%	-4%	-10%
COc1cc(C(=O)NCCOc2cc(C)ccc2C(C)C)cc(OC)c1OC	-7%	0%	-15%	nt	-30%	-15	-69%	-31%[inhibitor]	?	-30%[inhibitor]	2%
O=C1CS/C(=N/N=C/c2cccs2)N1	3%	?	12%	-1%	0.56µM*	11	23%	3%	?	6%	2%
COc1ccc(CN2CCN(C(=O)CCC(=O)Nc3nnc(C(F)(F)F)s3)CC2)cc1F	-1%	-1%	0%	-1%[0.46 µM]	?	24	0%	-13%	-16%	-3%	18%
COC(=O)c1ccc(COc2ccc3c(c2)CCC3)o1	?	17µM*	nt	-2%	35%	14	?	?	-5%	?	0%
Cc1ccc(NC(=O)Cn2nnc3ccccc32)c(C)c1	1%	6%	-11%	-4%	34%	0	21%	2%	5%	2%	2%
O=C(Cn1nc(-c2ccccc2)ccc1=O)Nc1ccc(-n2cnnn2)cc1	0%	-1%	nt	-11%	4%	3	22%	-8%	5%	-4%	5%
N/C(CC(=O)NC1CCCCC1)=N\OCC(=O)Nc1ccc(Cl)c(Cl)c1	0%	1%	nt	-5%	?	9	-15%	-3%	1%	-5%	2%
NC(=O)c1cc2ccncc2c2ccccc12	-16%	-1%	-15%	-5%	-39%	11	70%	-1%	?	26%	8%
CC(Oc1ccc2c3c(c(=O)oc2c1)CCC3)C(=O)NCc1cccnc1 (centres undefined)	2%	0%	nt	nt	-13%	20	7%	-6%	12%	-3%	-4%
COc1ccc(S(=O)(=O)N(C)C)cc1NC(=O)CN1CCN(C(=O)C2CC2)CC1	-1%	4%	nt	nt	nt	-17	-31%	-6%	nt	-2%	-2%
C[C@H](NC(=O)C1CCN(S(=O)(=O)c2ccccc2)CC1)C(=O)NCc1ccccc1	0%	1%	nt	nt	-4%	11	-5%	6%	2%	-17%	0%
Cn1nc(/C=C/c2ccccc2)ccc1=O	?	?	-28%	-20%	-19%	-20	41%	3.2µM*	3%	16%	18%
Cc1cc(Cl)ccc1OC(C)C(=O)NNC(=O)C1CCCCC1C(=O)O (centres undefined)	0%	-2%	nt	nt	-14%	5	-3%	0%	-4%	1%	1%
C#CCSc1nnc(-c2ccc([N+](=O)[O-])cc2)o1	16%	?	-9%	17%	-5%	10	?	3.2µM*	29%	26%	18%
Cn1cccc1/C=N/n1cnnc1	-1%	0%	-18%	-5%	17%	-23	4%	-4%	4%	0%	0%
Cc1cnc(NC(=O)c2c(O)c3cccc4c3n(c2=O)CCC4)s1	-7%	5%	-1%	0%	-14%	nt	nt	-10%	-6%	2%	-1%
COC(=O)c1c(-c2ccc3ccccc3c2)csc1NC(=O)Cc1ccc(OC)c(OC)c1	-4%	4%	12%	0%	?	2	-54%	-6%	?	-10%	6%
CCC(=NC(CC)CO)C1=C(O)CC(C)(C)CC1=O (centres undefined)	3%	0%	-20%	-3%	-28%[10 µM]	28	-4%	5%	-2%	8%	6%
O=C(Cc1c(F)cccc1Cl)N/N=C/c1cccs1	-3%	-5%	-4%	-2%	-33%	8	11%	9%	4%	10%	7%
Cc1ccc(-n2c(SCC(=O)NCc3ccco3)nc3sc4c(c3c2=O)CC(C)(C)SC4)cc1	2%	-1%	-18%	1%	9%	-2	-28%	1%	-3%	-2%	-5%
COc1ccc(S(=O)(=O)NC(C)c2ccccc2)cc1C(=O)N1CCCCC1 (centres undefined)	?	1.7µM*	nt	3%	-24%	-2	-4%	28%	-4%	?	5%
Cc1ccc2nc(C)c(C(=O)O)cc2c1	0%	0%	-4%	18%	9%	-7	-5%	2%	-13%	-2%	1%
CC(C)C(=O)N1CCC2(CC1)Oc1ccc(F)cc1C(=O)C21CC(c2cccnc2)=NO1 (centres undefined)	4%	1%	nt	0%	7%	nt	nt	-7%	8%	-7%	-3%
Cc1nn(Cc2ccc(Cl)cc2)c(C)c1NC(=O)Cn1nc([N+](=O)[O-])c(Cl)c1C	0%	0%	?	-3%	20%	9	-8%	4%	1%	-7%	-3%
Cc1cnn(CCC(=O)NNC(=S)NCC(C)C)c1	0%	0%	2%	-4%	0.56µM*	?	6%	-2%	3.2µM*	-3%	-8%
Cc1cc(C(=O)N2CCN(c3ncccn3)CC2)c(C)o1	0%	1%	8%	?	22µM*	0	7%	-5%	-1%[0.365 µM]	0%	-4%
COc1ccc(N=C2C(=O)N3CCCc4cccc2c43)cc1	9%	?	?	10%	11%	0	-22%	2%	-15%	-3%	9%
Cn1c(=O)c2sccc2n2c(CCCC(=O)NCCc3ccccc3)nnc12	2%	1%	-1%	nt	-3%	5	4%	1%	5%	-4%	0%
Cc1ccc(NC(=O)N2CCCN(Cc3ccc(F)cc3)C2)cc1C	1%	4%	-4%	-1%	15%	-9	-46%	2%	8%	8%	-18%
COc1ccc(C(=O)NC(=S)Nc2ccc3c4c(cccc24)CC3)cc1OC	5%	-1%	-25%	-1%	7.9µM*	-1	-18%	-13%	?	-2%	-1%
CCOC(=O)C(CC)(CC)C(=O)/C=C/c1ccc(OC)cc1	-3%	1%	nt	-3%	8%	7	-36%	-5%	-3%	0%	10%
CCOc1ccccc1NC(=O)CC1SC(=N)N(c2ccccc2)C1=O (centres undefined)	-4%	-10%	-20%	-1%	19%	nt	nt	-9%	7%	-5%	-6%
Cn1cc(Br)c(C(=O)Nc2sc3c(c2C(N)=O)CCCC3)n1	11%	3µM*	?	nt	29%	10	?	?	18%	7%	6%
CCN(CCn1cccn1)Cc1nc(-c2ccc(C(=O)OC)cc2)no1	0%	-2%	-6%	-10%	7%	-9	0%	-3%	6%	1%	-1%
Cc1nc(N)sc1C(=O)OCC(C)C	14%	1%	9%	nt	21%	-2	17%	8%	8%	6%	8%
CC(=O)Nc1sc(C)c(C)c1C(=O)OCC(=O)N(CCC#N)c1cc(C)cc(C)c1	0%	6%	nt	nt	nt	?	1%	-5%	nt	-8%	-3%
Clc1ccc(SCc2cc(-c3ccccc3)no2)cc1	-2%	?	?	1%	?	-24	73%	21%	11%	14%	0%
O=C(OCC(=O)N1CCN(C(=O)c2ccco2)CC1)c1cccc(O)c1	0%	-7%	nt	-8%	20%	4	31%	5%	-1%	25%	16%
O=C(Nc1ccccc1)C(=O)c1cn(CC(=O)N2CCCCC2)c2ccccc12	-1%	13µM*	22%	-12%	?	0	0%	0%	-10%	6%	?
Cc1cc(OCC(=O)O/N=C(\N)Cc2cccs2)ccc1Br	-1%	?	5%	-2%	43%	14	2%	2%	13%	-1%	11%
O=C(CCN1C(=O)COc2ccccc21)NCCN1CCOCC1	2%	-1%	4%	-6%	-13%	?	6%	2%	-1%	-4%	-3%
CC1CCC/C(=N\NC(=O)c2ccncc2)C1 (centres undefined)	3%	5%	0%	-1%	-29%	-12	-1%	-5%	8%	1%	2%
COc1ccccc1CNc1ccc(C(=O)O)cc1	8%	-19%	5%	-1%	3%	-11	0%	1%	?	-4%	0%
COCCOC(=O)C1=C(C)NC(=O)NC1C1CC=CCC1 (centres undefined)	0%	3%	-14%	3%	-12%	-5	2%	-1%	0%	1%	-2%
COc1cc([N+](=O)[O-])ccc1-c1ccc(/C=N/NC(=O)OC(C)(C)C)o1	3%	0%	nt	0%	4%	?	25%	-9%	-4%	-12%	2%
Cc1cc(NS(=O)(=O)c2ccc(NC(=S)NC(=O)/C=C/c3ccccc3)cc2)no1	-10%	-20%	57%[activator]	nt	?	-6	-10%	-4%	0%	1%	2%
CCOC(=O)c1cnn(-c2ccccc2)c1NC(=O)CCl	-6%	-1%	-2%	-18%	-5%[10 µM]	23	-6%	7%	-9%	0%	5%
Cc1ccccc1-c1ccc(=O)n(CC(=O)Nc2ccc(C(=O)N3CCCC3)cc2)n1	1%	4%	-30%	6%	-16%	18	0%	-2%	5%	-2%	-9%
CC(C)C(=O)Nc1c2c(nc3c1CCC3)CCCC2	-1%	2%	-5%	-4%	-1%	-26	15%	1%	-2%	-5%	-2%
